TEAD-YAP block: TEAD-YAP interaction inhibition. HEK-TIYL cells, TEAD-Gal4/YAP UAS-luciferase luminescence. inhibition, % at 9.12 µM. 1.4% of 640,000 active. AID 1259422; in the data active means inhibition above about 32%;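 further: 0% = median of test compound wells and 100% = reference inhibitor wells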
FBW7 act: human FBW7 E3 ligase activation, primary screen. AlphaScreen FBW7–phospho-cyclin E peptide binding, activator screen. normalized activity (activation), % at 26.1 µM. 0.13% of 650,000 active; in the data active means normalized activity above about 1.9%;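 further: purified mutant Fbw7 with reduced substrate affinity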
MITF inh: blocks human microphthalmia-associated transcription factor; O75030; AlphaScreen MITF homodimerization, bead proximity signal; inhibition, % at 2.6 µM; 0.91% of 650,000 active; in the data active means inhibition above about 50%;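 further: 0% = vehicle wells with protein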
Target sequence (O75030 whole entry, looked up): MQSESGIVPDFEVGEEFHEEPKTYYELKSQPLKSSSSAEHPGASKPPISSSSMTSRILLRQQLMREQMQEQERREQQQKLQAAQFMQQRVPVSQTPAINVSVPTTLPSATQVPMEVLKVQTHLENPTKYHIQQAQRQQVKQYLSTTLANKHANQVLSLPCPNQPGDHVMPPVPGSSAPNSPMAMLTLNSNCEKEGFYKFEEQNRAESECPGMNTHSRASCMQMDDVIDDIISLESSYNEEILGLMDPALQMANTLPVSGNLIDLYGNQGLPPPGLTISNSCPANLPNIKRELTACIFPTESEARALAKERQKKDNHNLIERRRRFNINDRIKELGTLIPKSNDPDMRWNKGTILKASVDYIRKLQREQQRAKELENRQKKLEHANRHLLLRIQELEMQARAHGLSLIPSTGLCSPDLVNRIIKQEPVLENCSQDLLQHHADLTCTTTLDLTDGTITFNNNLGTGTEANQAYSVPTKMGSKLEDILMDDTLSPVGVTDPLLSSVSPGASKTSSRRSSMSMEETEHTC
GPR151 activ: activators of human GPR151; Q8TDV0; PathHunter beta-arrestin GPR151 cells, luminescence; activation, % at 11.2 µM; 1% of 650,000 active; AID 1508602; in the data active means activation above about 4.9%;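 further: 0% = median of compound wells and 100% = cells with positive control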
Target sequence (Q8TDV0 whole entry, looked up): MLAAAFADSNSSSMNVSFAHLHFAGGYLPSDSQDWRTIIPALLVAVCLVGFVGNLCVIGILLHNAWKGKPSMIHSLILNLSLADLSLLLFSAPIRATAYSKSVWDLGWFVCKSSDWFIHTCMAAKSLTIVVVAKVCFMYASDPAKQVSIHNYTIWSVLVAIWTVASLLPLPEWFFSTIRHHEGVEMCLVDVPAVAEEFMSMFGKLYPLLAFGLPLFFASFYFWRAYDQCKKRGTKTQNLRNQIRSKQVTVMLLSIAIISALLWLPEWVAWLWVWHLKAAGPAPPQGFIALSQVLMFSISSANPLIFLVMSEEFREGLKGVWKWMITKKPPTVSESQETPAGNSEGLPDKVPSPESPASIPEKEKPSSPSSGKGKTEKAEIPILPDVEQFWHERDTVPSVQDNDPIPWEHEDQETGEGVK
Active calls of the source: *.

Sample of the layout:
No. | molecule | TEAD-YAP block | FBW7 act | MITF inh | GPR151 activ
1 | N/C(=N\NC(=O)c1ccccc1)c1cc2c(ccc3ccccc32)oc1=O | -11.3 | 0.2 | 8.0 | 1.8
2 | COc1cccc(C2/C(=C(/O)c3ccc(C)cc3)C(=O)C(=O)N2c2cccnc2)c1 (configuration not stated) | -7.4 | -0.3 | -10.4 | -1.8
3 | CC(C)CC(=O)N1CC(=O)Nc2cc(S(C)(=O)=O)ccc21 | 1.2 | 0.0 | 2.3 | 1.0
4 | Clc1ccc(C2=CSc3nnc(Cc4ccccc4)n3N2)cc1 | 2.1 | -0.1 | 11.4 | -0.8
5 | O=C(Nc1ccccc1)C1CCN(c2ccc(-c3ccc(Cl)cc3)nn2)CC1 | -8.3 | 0.1 | 15.6 | -1.7
6 | CCOC(=O)/C(=C\N(C)C)C(=O)c1cc([N+](=O)[O-])c(Cl)cc1Cl | 38.0* | 0.1 | 5.3 | 0.2
7 | C=CCNCCC1CCC(=O)N1CCc1ccc(OC)cc1 (configuration not stated) | 10.6 | -0.1 | 5.5 | 1.4

All compounds of this part, from the first entry:
No. | molecule | TEAD-YAP block | FBW7 act | MITF inh | GPR151 activ
1 | N/C(=N\NC(=O)c1ccccc1)c1cc2c(ccc3ccccc32)oc1=O | -11.3 | 0.2 | 8.0 | 1.8
2 | COc1cccc(C2/C(=C(/O)c3ccc(C)cc3)C(=O)C(=O)N2c2cccnc2)c1 (configuration not stated) | -7.4 | -0.3 | -10.4 | -1.8
3 | CC(C)CC(=O)N1CC(=O)Nc2cc(S(C)(=O)=O)ccc21 | 1.2 | 0.0 | 2.3 | 1.0
4 | Clc1ccc(C2=CSc3nnc(Cc4ccccc4)n3N2)cc1 | 2.1 | -0.1 | 11.4 | -0.8
5 | O=C(Nc1ccccc1)C1CCN(c2ccc(-c3ccc(Cl)cc3)nn2)CC1 | -8.3 | 0.1 | 15.6 | -1.7
6 | CCOC(=O)/C(=C\N(C)C)C(=O)c1cc([N+](=O)[O-])c(Cl)cc1Cl | 38.0* | 0.1 | 5.3 | 0.2
7 | C=CCNCCC1CCC(=O)N1CCc1ccc(OC)cc1 (configuration not stated) | 10.6 | -0.1 | 5.5 | 1.4
8 | O=C(Nc1ccc(-c2nc3ccccc3o2)cc1)C1CCN(C2CCC2)CC1 | -24.2 | 0.1 | 0.9 | -2.6
9 | COc1ccc(-c2nc3sc(CCNS(=O)(=O)c4ccccc4F)c(C)n3n2)cc1 | 18.1 | -0.1 | 0.0 | -0.2
10 | O=C(Nc1c2c(nn1-c1ccc(F)cc1)CS(=O)(=O)C2)c1ccc(C(=O)c2ccccc2)cc1 | 5.0 | 0.6 | 6.0 | -0.5
11 | Cc1cc(NC(=O)Cc2ccccc2)no1 | -3.9 | 0.0 | -8.7 | 0.2
12 | O=C(c1ccc(F)cc1)N(NC(=O)C(O)(c1ccccc1)c1ccccc1)c1ccccc1 | 9.5 | -0.2 | -9.2 | 1.2
13 | Cc1cccc(CNc2ncnc3sc(C(=O)N4CCCCC4)c(C)c23)n1 | -15.2 | -0.1 | -8.9 | 0.6
14 | COC(=O)c1c(NC(=O)CCN2C(=O)c3ccccc3C2=O)sc2c1CCC(C)C2 (configuration not stated) | 9.3 | 0.0 | 4.9 | 1.1
15 | CCOC(=O)c1c(N)sn(-c2ccccc2C)c1=S | -1.0 | -0.2 | 3.5 | 4.3
16 | O=C(CN1C(=O)CSC1=O)Nc1ccc(N2CCOCC2)cc1 | -1.4 | -0.1 | -0.8 | 3.2
17 | Cc1cccc(C)c1N1C(=O)CC(N2CCN(Cc3ccccc3)CC2)C1=O (configuration not stated) | 6.3 | -0.1 | -6.8 | -1.0
18 | CN1CCN(C(=S)N=P(N2CCOCC2)(N2CCOCC2)C(C)(C)C)CC1 | -7.4 | 0.8 | 26.2 | -2.8
19 | Cc1cccc(NC(=O)CSC2=C(C#N)C(c3cccc([N+](=O)[O-])c3)CC(=O)N2)c1 (configuration not stated) | 0.9 | 0.5 | 17.8 | 0.0
20 | Cn1c(=O)c2c(SCc3ccc([N+](=O)[O-])cc3)nc(-c3cccs3)nc2n(C)c1=O | -8.3 | 0.1 | 13.6 | -0.2
21 | Cc1ccc(CNCc2c(C(=O)N3CCOCC3)nc3c(C)cccn23)o1 | -0.4 | 0.3 | 18.6 | -2.5
22 | O=C(Nc1nc(-c2cccs2)cs1)c1ccc(F)cc1 | -40.3 | -0.1 | 0.7 | -1.3
23 | C=CCOc1c(C(C)=O)cc2c(C)cc(=O)oc2c1C | 8.0 | -0.1 | -5.0 | 0.5
24 | Cc1ccc(C(=O)Nc2sccc2C(N)=O)cc1C | -15.8 | 0.1 | 19.0 | -9.6
25 | N#C/C(=C/c1ccccc1O)C(=O)Nc1ccc(O)cc1 | 70.5* | 0.1 | 3.4 | -7.4
26 | CCCCNC(=O)COC(=O)CCC(=O)c1ccc(F)cc1 | 4.4 | 0.0 | 2.9 | 0.5
27 | Cc1ccc(-n2c(N)c(C#N)c3nc4ccccc4nc32)cc1C | 6.9 | -0.2 | -1.5 | 0.7
28 | O=C(Nc1ccccc1)c1cccc(-c2ccccc2)c1 | -14.2 | 0.1 | 13.3 | -1.4
29 | O=C(O)c1ccccc1-c1ccccc1C(=O)N1CCN(Cc2ccc3c(c2)OCO3)CC1 | 9.8 | -0.1 | 13.1 | 1.0
30 | CCOC(=O)CS(=O)(=O)c1nc(-c2ccc(F)cc2)cc(C(F)(F)F)n1 | 3.5 | 0.1 | 10.4 | -0.1
31 | CCN1CCN(C2=NS(=O)(=O)C(c3ccc(C)cc3)=C2C)CC1 | -1.2 | 0.1 | 11.9 | 11.7*
32 | CCC(C)c1ccc(OCC(=O)Nc2ccc3[nH]c(=O)[nH]c3c2)cc1 (configuration not stated) | -9.6 | -0.1 | 0.3 | 1.8
33 | O=C(CN1C(=O)C2(SCC(=O)N2c2ccc(F)cc2)c2ccccc21)NCCc1ccccc1 (configuration not stated) | 11.6 | -0.2 | -1.0 | 1.5
34 | O=C(Nc1ccnn1C1CCN(Cc2ccc(-c3cccc(Cl)c3)o2)CC1)C1CC1 | 4.9 | 0.0 | 4.7 | 1.2
35 | COc1ccc2cc3c(NC(=O)c4cnccn4)n[nH]c3nc2c1 | 4.1 | 0.0 | -3.3 | -1.9
36 | COc1cc(/C=N/NC(=S)Nc2cccnc2)cc(OC)c1O | -7.7 | 0.0 | 10.2 | 2.1
37 | O=C(CC[C@H]1CN(Cc2ccccn2)CC[C@H]1N1CCOCC1)Nc1ccc(F)c(F)c1 | -6.4 | 1.7 | 17.2 | -0.3
38 | Cn1c(-c2cccc(Br)c2)cnc1NCc1cccnc1 | -8.7 | 0.0 | 43.0 | -0.3
39 | Cc1cc(/C=C/C(=O)O)c(C)n1C1CC1 | -0.4 | 0.2 | 14.4 | 0.6
40 | COc1nc(N)c(C#N)c(-c2ccc(N(C)C)cc2)c1C#N | -1.1 | 0.2 | 11.6 | 1.1
41 | O=C(Nc1cccc(F)c1)c1ccc(S(=O)(=O)N2CCCC2)cc1 | -4.8 | 0.3 | 5.1 | -0.2
42 | Nc1nc(-c2ccccc2)c(-c2ccccc2)s1 | -2.0 | 0.7 | -5.2 | -0.7
43 | CC(=O)C1C2=C(CC(C)(C)CC2=O)OC2=C1C(=O)CC(C)(C)C2 | -11.8 | -0.1 | 2.5 | 6.7*
44 | O=C(Nc1ccc(-n2cncn2)cc1)c1ccccc1N1CCOCC1 | 3.2 | 0.3 | 5.6 | 1.1
45 | CC(CN1CCCCC1)NC(=O)c1cccs1 (configuration not stated) | -4.4 | -0.1 | 5.4 | 2.0
46 | COc1ccc(Cl)cc1NC(=O)NCc1ccc(C(=O)O)cc1 | 3.4 | 0.0 | 4.6 | -1.1
47 | Cc1ccc(S(=O)(=O)NC(C)(C)CSc2nnc(N)s2)cc1 | 7.8 | -0.1 | -6.5 | -0.4
48 | CN(c1cccc(NS(=O)(=O)c2ccc(F)cc2)c1)S(C)(=O)=O | 5.7 | -0.1 | -10.0 | -2.1
49 | CN(Cc1ccccc1)C(=O)C(CCS(C)(=O)=O)N1Cc2ccccc2C1=O (configuration not stated) | 5.8 | -0.1 | 5.4 | 2.6
50 | COc1cccc(C2C3=C(Nc4ncnn42)c2ccccc2OC3c2ccc(F)cc2)c1 (configuration not stated) | 0.4 | 0.2 | 18.8 | -2.9
51 | Cc1c(C(=O)Nc2cnc3ccccc3c2)sc2ncn(CC(=O)N3CCCC(C)C3)c(=O)c12 (configuration not stated) | -10.4 | -0.3 | 6.0 | -0.4
52 | O=C(c1ccc(F)cc1F)N(Cc1ccccn1)Cc1ccco1 | -4.6 | 0.0 | 15.1 | 1.9
53 | Cc1cc(S(=O)(=O)N2c3ccccc3CC2C)ccc1-n1cnnn1 (configuration not stated) | 3.0 | -0.1 | 7.8 | -0.6
54 | CC1=NN(c2ccccc2)C(=O)/C1=C\c1cccc(O)c1 | -5.7 | -0.1 | 8.3 | 3.0
55 | Cc1c(Br)c(C(F)(F)F)nn1CC(=O)Nc1sc2c(c1C(N)=O)CCCC2 | -5.7 | -0.4 | -4.5 | 0.6
56 | CN1CCN(C/C=C/c2ccc(N(C)C)cc2)CC1 | 6.1 | -0.1 | 67.9* | -0.2

(continued)
No. | molecule | TEAD-YAP block | FBW7 act | MITF inh | GPR151 activ
57 | CCOC(=O)Cn1nc(-c2ccccc2)c2cnc3ccccc3c21 | -7.9 | 0.5 | -8.3 | -0.8
58 | CS/C(N)=N\N=C\c1cc([N+](=O)[O-])ccc1O | 4.0 | -0.4 | 9.2 | -0.2
59 | Cn1c(=O)c2cc(C(=O)NCC3CCCO3)sc2c2ccccc21 (configuration not stated) | 8.7 | 0.1 | 10.5 | -0.6
60 | Cc1ccc(NC(=O)c2cccc(N3C(=O)CCC3=O)c2)cc1 | 2.9 | -0.2 | 7.2 | -1.1
61 | COc1cc(C2=N/C(=C\c3ccccc3Cl)C(=O)O2)cc(OC)c1OC | 4.0 | -0.1 | -1.9 | -1.4
62 | O=C(NCc1ccccc1Cl)c1cc(Sc2ccc(Cl)cc2)nc2ccccc12 | -0.3 | 0.0 | -7.1 | 0.4
63 | CC1CC(C)CN(c2nc3nonc3nc2N2CC(C)CC(C)C2)C1 (configuration not stated) | -35.8 | 0.0 | 0.9 | -1.0
64 | Cc1cc(C)n(-c2cc(NCCNC(=O)C3CCCC3)ncn2)n1 | -3.4 | -0.1 | 21.3 | -0.9

Filtered by structure, the entries above with a cyano group.
No. | molecule | TEAD-YAP block | FBW7 act | MITF inh | GPR151 activ
19 | Cc1cccc(NC(=O)CSC2=C(C#N)C(c3cccc([N+](=O)[O-])c3)CC(=O)N2)c1 (configuration not stated) | 0.9 | 0.5 | 17.8 | 0.0
25 | N#C/C(=C/c1ccccc1O)C(=O)Nc1ccc(O)cc1 | 70.5* | 0.1 | 3.4 | -7.4
27 | Cc1ccc(-n2c(N)c(C#N)c3nc4ccccc4nc32)cc1C | 6.9 | -0.2 | -1.5 | 0.7
40 | COc1nc(N)c(C#N)c(-c2ccc(N(C)C)cc2)c1C#N | -1.1 | 0.2 | 11.6 | 1.1

The results go on.
No. | molecule | TEAD-YAP block | FBW7 act | MITF inh | GPR151 activ
65 | CC1(C)CC(=O)C(=C2C(=O)Nc3ccccc32)C(=O)C1 | -4.9 | 0.0 | -11.7 | -0.6
66 | O=C(CNC(=O)c1cccs1)NCC(=O)OCc1ccc(C(=O)c2ccccc2)cc1 | -0.4 | 0.1 | 6.0 | -1.8
67 | O=C(COc1ccccc1)Nc1ccc(S(=O)(=O)N2CCCCC2)cc1 | 14.5 | 0.0 | -3.9 | 2.2
68 | O=C(N/N=C/c1c(O)ccc2ccccc12)c1c[nH]c2ccccc12 | 7.5 | -0.1 | 6.8 | 2.5
69 | CC(C)(C)n1c(O)c(N=Nc2ccc([N+](=O)[O-])cc2)c(=O)[nH]c1=O | 2.4 | 0.1 | -0.2 | 1.2
70 | CCOc1ccc(-c2c(C)sc(=NCCO)n2-c2ccccc2)cc1 | -7.5 | 0.1 | 14.9 | 0.7
71 | O=[N+]([O-])c1ccccc1N/N=C/Cc1ccccc1 | -37.9 | 0.1 | 16.3 | -1.5
72 | COc1ccc(CNCc2c(C(=O)O)n(Cc3ccccc3F)c3ccccc23)cc1 | 10.9 | 0.1 | 16.2 | 0.5
73 | CN(C(=O)CNC(=O)Cn1cnc2sc3c(c2c1=O)CCCC3)C1CCCCC1 | 10.0 | 0.0 | 1.9 | 1.2
74 | CCOC(=O)C1(Cc2cccc(F)c2)CCN(C(=O)c2cccnc2)CC1 | -4.4 | -0.1 | -7.0 | -0.4
75 | OCCC1CN(C2CCCCC2)CCN1Cc1ccc(F)c(F)c1 (configuration not stated) | -0.8 | 0.0 | -1.1 | 0.7
76 | Cc1ccc(C)c(OCCOc2ccc(C=C3C(=O)NC(=O)NC3=O)cc2)c1 | 9.7 | 0.0 | -6.0 | 1.9
77 | CCc1ccccc1NC(=O)Cn1nc(C(F)(F)F)c(Cl)c1C | -9.3 | 0.0 | -10.5 | 2.0
78 | CC(=O)Oc1cccc(N2C(=O)c3ccc(-c4nc5ccccc5c(=O)o4)cc3C2=O)c1 | 3.3 | 0.2 | 15.7 | 0.0
79 | COc1ccc(-c2csc(NC(=S)NC(=O)c3ccc(S(=O)(=O)N4CCCC4)cc3)n2)cc1 | 17.1 | -0.1 | -2.1 | 2.9

From PubChem
